CHO-K1 Ca antag: nonselective inhibitor or artifact in parental CHO-K1 cells | ATP-induced calcium, Fluo-8 fluorescence | inhibition, % at 3 µM | hit rate 0.6% among 360,000;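 active = inhibition above a per-plate cutoff, the plate's mean sample inhibition plus 3 SD, cut at about 24% in these data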;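 also: 0% = DMSO plus EC80 ATP and 100% = DMSO alone without ATP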
M1 PAM: human CHRM1 positive allosteric modulation | AID 588819 | P11229 | activation, % at 3 µM | CHO-K1 hM1, Fluo-8 calcium fluorescence, ACh EC20; 0% = ACh EC20, 100% = maximal ACh | hit rate 0.088% among 360,000; in the data active = activation above about 19%, passing the limit was not always enough
CHRM1 agonist: human M1 muscarinic receptor agonism. CHO-K1 hM1, Fluo-8 calcium fluorescence, agonist mode; 0% DMSO, 100% acetylcholine EC100. AID 588814. activation, % at 3 µM. hit rate 0.33% among 360,000. P11229;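 active = activation above the run's mean compound activation plus 3 SD, cut at about 16% in these data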;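 also: peak over basal fluorescence ratio within a 140 s kinetic read after compound addition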
M4 ag: agonists of human muscarinic M4 receptor (CHRM4). activation, % at 3 µM. P08173. CHO-K1 hM4/Gqi5, Fluo-8 calcium fluorescence; vehicle 0%, full acetylcholine response 100%. hit rate 0.14% among 360,000;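 active = activation above the run mean over all test wells plus 3 SD, cut at about 32% in these data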;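 also: peak over basal fluorescence ratio per well then scaled between controls; 0% = DMSO wells and 100% = acetylcholine at EC100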
Target sequence (P08173 whole entry, looked up): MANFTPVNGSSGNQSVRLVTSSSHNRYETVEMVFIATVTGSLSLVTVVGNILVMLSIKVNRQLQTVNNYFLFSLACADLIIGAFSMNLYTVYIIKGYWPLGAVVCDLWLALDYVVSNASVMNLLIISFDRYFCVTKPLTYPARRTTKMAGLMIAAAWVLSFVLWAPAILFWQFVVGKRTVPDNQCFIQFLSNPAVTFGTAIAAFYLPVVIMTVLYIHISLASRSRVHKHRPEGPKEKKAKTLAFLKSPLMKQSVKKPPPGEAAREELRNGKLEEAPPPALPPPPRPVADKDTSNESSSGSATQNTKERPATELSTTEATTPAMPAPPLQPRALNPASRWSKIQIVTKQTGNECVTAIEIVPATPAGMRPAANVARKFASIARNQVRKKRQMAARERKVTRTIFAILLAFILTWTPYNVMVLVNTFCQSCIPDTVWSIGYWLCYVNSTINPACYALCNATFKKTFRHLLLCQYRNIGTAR
M1 ag parental: counter-screen for M1 agonists: effect in parental CHO-K1 cells; Fluo-8 calcium fluorescence; scaled to maximal ATP response, vehicle zero; activation, % at 3 µM; hit rate 0.48% among 360,000; AID 602248; in the data active = activation above about 15%;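 also: untransfected CHO-K1 host cells lacking M1 receptor as counterscreen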
CHRM1 antagonist: blocks human M1 muscarinic receptor; P11229; CHO-K1 hM1, Fluo-8 calcium fluorescence, ACh EC80 antagonist; inhibition, % at 3 µM; hit rate 1.3% among 360,000;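 active = percent inhibition above its own plate's cutoff, namely the mean of that plate's compound wells plus 3 SD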;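 also: peak over basal fluorescence ratio during 140 s after agonist addition; 0% = ACh EC80 plus DMSO and 100% = DMSO alone without agonist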
M4 antag: CHRM4 antagonism in calcium assay; AID 624125; inhibition, % at 3 µM; hit rate 0.73% among 360,000; CHO-hM4 cells, ACh EC80, Fluo-8 calcium fluorescence; P08173;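 active = inhibition above its plate's cutoff, the mean inhibition of sample wells plus 3 SD, cut at about 27% in these data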;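 also: 0% = acetylcholine EC80 with DMSO and 100% = DMSO without agonist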
OXTR potentiate: human OXTR potentiation; CHO-OTR cells, Fluo-8 calcium fluorescence, potentiator mode; 0% = oxytocin EC15, 100% = EC100; activation, % at 3 µM; hit rate 0.061% among 320,000; P30559;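 active = activation above that plate's cutoff, the mean activation of tested compounds plus 3 SD, cut at about 6.6% in these data, passing the limit was not always enough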;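 also: 100% uses oxytocin at 75 nM as the full agonist control; some results filed as inactive read as strong as hits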
Target sequence (P30559 whole entry, looked up): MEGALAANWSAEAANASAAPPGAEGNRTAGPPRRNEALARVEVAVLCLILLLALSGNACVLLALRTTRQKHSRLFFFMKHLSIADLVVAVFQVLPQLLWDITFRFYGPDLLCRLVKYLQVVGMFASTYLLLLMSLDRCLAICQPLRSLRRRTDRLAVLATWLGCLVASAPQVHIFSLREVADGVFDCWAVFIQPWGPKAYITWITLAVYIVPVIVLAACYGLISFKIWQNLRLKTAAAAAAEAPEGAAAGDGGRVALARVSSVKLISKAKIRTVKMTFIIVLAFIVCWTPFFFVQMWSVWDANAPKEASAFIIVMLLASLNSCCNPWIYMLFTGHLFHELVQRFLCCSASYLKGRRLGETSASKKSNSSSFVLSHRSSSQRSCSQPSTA
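Replication – single well per compound, singlicate · Assay system – CHO cell line stably expressing human OTR · Timing – 6 min pre-incubation, 100 s read · Measure – normalized max/min fluorescence ratio, % activation · Doses – 3.0 µM, one dose · Detection – Fluo-8 calcium dye fluorescence · Probe or stimulus – oxytocin near EC15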
CHO parental Ca: counter-screen: ATP calcium response change in parental CHO cells; hit rate 0.63% among 330,000; parental CHO-K1, ATP-induced calcium, Fluo-8 fluorescence; inhibition, % at 5.6 µM;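 active = inhibition above that plate's mean sample inhibition plus 3 SD, cut at about 26% in these data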;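 also: 0% = ATP-challenged DMSO wells and 100% = DMSO wells without ATP; some compounds past the cut are filed as inactive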
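Assay system – parental CHO cells · Reagent – ATP stimulus · Detection – intracellular calcium via Fluo-8 no-wash fluorescent dye · Evaluation – percent inhibition of ATP-evoked calcium rise, normalized to controls · Controls – ATP wells versus no-ATP DMSO wells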
* marks the source's active call; other numbers are inactive results; . = no result given.

Results follow in this order: CHO-K1 Ca antag	M1 PAM	CHRM1 agonist	M4 ag	M1 ag parental	CHRM1 antagonist	M4 antag	OXTR potentiate	CHO parental Ca
- CCc1cc(=O)oc2cc(C)cc(OC(=O)c3ccco3)c12
 : -2	6	-3	2	0.5	-1	-1	-10	-5
- O=S(=O)(NCC1CCCO1)c1ccc(S(=O)(=O)N(Cc2ccccn2)C2CC2)cc1 (stereo not given)
 : -2	8	-6	2	1.6	-8	3	-3	-8
- CC(=O)N(C(C)=O)c1ncn(C)c1S(=O)(=O)Nc1ccccc1
 : -8	5	1	0	3.2	-12	-7	.	.
- CC(=O)c1ccc(OCCCC(=O)Nc2ccc(C)c(S(=O)(=O)N3CCCCC3)c2)cc1
 : 5	8	-1	7	3.0	-18	-14	.	.
- Cn1c(=O)n(CC#N)c2ccccc21
 : -9	7	-1	1	0.2	-5	12	-9	15
- O=C1CC(O)(c2ccccc2)C(c2ccccc2)=C1c1ccccc1 (stereo not given)
 : -3	-5	-7	-2	-0.1	5	-1	-19	-34
- COc1cccc(C2CC(c3ccc(Cl)cc3Cl)Nc3nc(N)nn32)c1 (stereo not given)
 : -4	-2	0	5	1.7	-6	1	2	-1
- N#Cc1c(/N=C/N2CCCC2)oc(-c2ccccc2)c1-c1ccccc1
 : -5	-11	-4	-2	0.3	30	4	-15	6
- C=CCNc1nc(C(=O)OCC(=O)c2ccc(C)c([N+](=O)[O-])c2)cs1
 : -5	-1	-4	6	2.6	1	4	-5	2
- C=CCNC(=O)c1cc2c(=O)n3ccccc3nc2s1
 : -3	3	-3	0	0.3	6	-11	-7	-14
- CC1CCc2c(C(=O)NCC3CCCO3)csc2C1 (stereo not given)
 : -13	10	-7	-1	-0.2	-10	5	3	-7
- CS(=O)(=O)c1ccc(C(=O)N(CCc2ccccc2)Cc2ccccc2)cc1
 : 1	4	-3	2	1.1	-4	-1	-12	-21
- CC(O)c1nc2c(c(=O)n(C)c(=O)n2C)n1C (stereo not given)
 : -11	2	-2	0	0.5	-7	0	4	2
- Cc1cc(=O)[nH]c(NC(=O)Cc2ccccc2)n1
 : 1	13	0	-1	0.7	-21	3	.	.
- CCC1(C)Cc2nc3sc(C(=O)O)c(N)c3cc2CO1 (stereo not given)
 : 1	-1	0	1	-0.6	2	3	-15	-28
- CN(Cc1nc(-c2ccncc2)no1)S(=O)(=O)c1ccc(Cl)cc1
 : -17	-2	0	11	9.8	1	3	-9	2
- O=C(Nc1cccs1)Nc1ccccc1Cl
 : 1	11	-1	2	1.9	-8	6	-5	-18
- CC1CCCC(C)N1C(=O)CN1c2cccc3cccc(c23)S1(=O)=O (stereo not given)
 : -20	11	-1	4	0.7	-13	-2	-8	-13
- Cc1ccc(CN(C)C(=O)COC(=O)CSc2cc(C)c3ccccc3n2)cc1
 : -7	4	-2	1	-0.6	-5	-10	0	-28
- O=C1CCCCC1Nc1ccc([N+](=O)[O-])cc1 (stereo not given)
 : -5	1	-3	1	0.6	-3	6	.	.

Ordered by number of heavy atoms (smallest number first): part of the list above
Results follow in this order: CHO-K1 Ca antag	M1 PAM	CHRM1 agonist	M4 ag	M1 ag parental	CHRM1 antagonist	M4 antag	OXTR potentiate	CHO parental Ca
- Cn1c(=O)n(CC#N)c2ccccc21
 : -9	7	-1	1	0.2	-5	12	-9	15
- O=C(Nc1cccs1)Nc1ccccc1Cl
 : 1	11	-1	2	1.9	-8	6	-5	-18
- CC(O)c1nc2c(c(=O)n(C)c(=O)n2C)n1C (stereo not given)
 : -11	2	-2	0	0.5	-7	0	4	2
- Cc1cc(=O)[nH]c(NC(=O)Cc2ccccc2)n1
 : 1	13	0	-1	0.7	-21	3	.	.
- CCC1(C)Cc2nc3sc(C(=O)O)c(N)c3cc2CO1 (stereo not given)
 : 1	-1	0	1	-0.6	2	3	-15	-28
- CCc1cc(=O)oc2cc(C)cc(OC(=O)c3ccco3)c12
 : -2	6	-3	2	0.5	-1	-1	-10	-5
- CC(=O)N(C(C)=O)c1ncn(C)c1S(=O)(=O)Nc1ccccc1
 : -8	5	1	0	3.2	-12	-7	.	.
- CN(Cc1nc(-c2ccncc2)no1)S(=O)(=O)c1ccc(Cl)cc1
 : -17	-2	0	11	9.8	1	3	-9	2
- CC1CCCC(C)N1C(=O)CN1c2cccc3cccc(c23)S1(=O)=O (stereo not given)
 : -20	11	-1	4	0.7	-13	-2	-8	-13
- COc1cccc(C2CC(c3ccc(Cl)cc3Cl)Nc3nc(N)nn32)c1 (stereo not given)
 : -4	-2	0	5	1.7	-6	1	2	-1
- CS(=O)(=O)c1ccc(C(=O)N(CCc2ccccc2)Cc2ccccc2)cc1
 : 1	4	-3	2	1.1	-4	-1	-12	-21
- Cc1ccc(CN(C)C(=O)COC(=O)CSc2cc(C)c3ccccc3n2)cc1
 : -7	4	-2	1	-0.6	-5	-10	0	-28
- CC(=O)c1ccc(OCCCC(=O)Nc2ccc(C)c(S(=O)(=O)N3CCCCC3)c2)cc1
 : 5	8	-1	7	3.0	-18	-14	.	.

Continuation.
Results follow in this order: CHO-K1 Ca antag	M1 PAM	CHRM1 agonist	M4 ag	M1 ag parental	CHRM1 antagonist	M4 antag	OXTR potentiate	CHO parental Ca
- COc1ccc(-n2c(C)nnc2SCC(=O)N2C(C)CCCC2C)cc1 (stereo not given)
 : -5	-2	-3	1	0.2	6	-7	-3	-11
- C=C[C@@H]1c2ccccc2N(S(=O)(=O)c2ccc(C)cc2)[C@H](c2ccccc2)C1(C#N)C#N
 : -14	-2	-6	0	-0.1	5	14	-6	-7
- C=CCC1(CC=C)CCCN1C(=O)CC1C(=O)NCCN1Cc1cccc(OC)c1 (stereo not given)
 : 14	5	-3	3	-0.1	-5	-6	-12	-36
- COCCCNC(=O)CCc1nc2cccnc2n1Cc1ccc(OC)cc1
 : 15	4	-4	0	-0.2	0	10	3	-10
- CCOC(=O)c1c(CSc2ccc(C)cc2)n(C)c2cc(Br)c(O)c(CN(C)C)c12
 : -5	1	-4	2	1.0	8	7	-11	-18
- CN(C)c1ccc(CN(C(=O)COc2ccc(F)cc2)C2CCS(=O)(=O)C2)cc1 (stereo not given)
 : -25	11	-1	0	0.4	-16	-4	-3	-13
- COC(=O)COc1ccccc1C(=O)Nc1ccc(OC)cc1
 : 9	-2	-5	3	0.2	2	1	2	-6
- CO/N=C/c1cc([N+](=O)[O-])ccc1Sc1ccc(C)cc1
 : -4	3	-6	-2	0.5	-12	-8	4	-11
- O=C(CN1CCN(S(=O)(=O)c2ccccc2F)CC1)Nc1ccnn1C1CCCC1
 : -15	3	0	7	3.4	-1	-12	-8	-6
- Oc1cccc(CN2CCCCC2)c1
 : 6	-7	-8	1	1.8	10	-7	1	2
- CSc1cccc(NC(=O)N2CCc3ccc(NC(=O)c4ccccn4)cc3C2)c1
 : -5	-4	-1	12	4.1	-3	3	-13	-16
- CCCC(=O)N1CCCC(c2cc(C(=O)NCc3ccc(F)cc3)no2)C1 (stereo not given)
 : -1	9	-5	0	0.4	-11	-15	.	.
- O=C(COC(=O)Cc1c(Cl)cccc1Cl)Nc1ccccc1-c1ccccc1
 : -16	-1	-7	2	0.0	-2	-2	-5	3
- COc1ccc2c(c1)OC[C@H]1[C@H]2N2C(=O)CN(Cc3ccco3)C(=O)[C@@]2(C)[C@H]1c1ccccc1
 : -12	8	0	4	0.3	-23	-6	0	-23
- Cc1c(NC(=O)COC(=O)c2ccc(S(=O)(=O)N3CCOCC3)cc2)c(=O)n(-c2ccccc2)n1C
 : -19	11	-3	1	0.3	-12	-2	-5	1
- Nc1[nH]c(C(=O)c2ccccc2)c(-c2ccc(F)cc2)c1C(=O)NCCc1c[nH]c2ccccc12
 : -24	.	.	4	2.2	.	-7	.	.
- COc1ccccc1-n1cnc(N)c1C(=O)c1ccccc1
 : -3	-2	-3	5	1.8	-15	-1	-7	-14
- CCn1c(SCC(=O)N2CCN(c3ccc(Cl)cc3)CC2)nc2ccccc2c1=O
 : 0	-1	-3	-1	0.0	7	7	-3	-10
- CN(C(=O)c1cccc(NC(=O)Cc2cccc(NC(=O)C3CCCN(C(=O)c4ccccc4)C3)c2)c1)C1CC1 (stereo not given)
 : -8	6	-3	0	0.2	-9	2	.	.
- COc1ccccc1Oc1ccc(S(=O)(=O)N2CCCC2)cc1
 : -21	0	-6	4	2.2	-4	3	-1	0

Three compounds out of the list, arranged by SMILES length, smallest number first.
Results follow in this order: CHO-K1 Ca antag	M1 PAM	CHRM1 agonist	M4 ag	M1 ag parental	CHRM1 antagonist	M4 antag	OXTR potentiate	CHO parental Ca
- COc1ccccc1-n1cnc(N)c1C(=O)c1ccccc1
 : -3	-2	-3	5	1.8	-15	-1	-7	-14
- COC(=O)COc1ccccc1C(=O)Nc1ccc(OC)cc1
 : 9	-2	-5	3	0.2	2	1	2	-6
- CCOC(=O)c1c(CSc2ccc(C)cc2)n(C)c2cc(Br)c(O)c(CN(C)C)c12
 : -5	1	-4	2	1.0	8	7	-11	-18

Later entries.
Results follow in this order: CHO-K1 Ca antag	M1 PAM	CHRM1 agonist	M4 ag	M1 ag parental	CHRM1 antagonist	M4 antag	OXTR potentiate	CHO parental Ca
- CCOC(=O)N1CCN(C(=O)c2ccc3c(c2)N(C)C(=O)/C(=C\c2ccc(OCC)c(OC)c2)S3)CC1
 : -23	-21	-14	11	5.7	11	6	-9	-4
- COc1ccc(Cl)cc1NC(=O)CN(C)C(=O)c1ccc(C)s1
 : -7	6	2	1	0.1	-16	-8	-1	-26
- O=S(=O)(NC1CC1)c1ccc(S(=O)(=O)N2CCCC3(CCCCC3)C2)cc1
 : -25	2	-5	1	0.2	-25	-9	-8	-3
- CCNC(=S)N(CCN(CC)CC)Cc1cc2cc3c(cc2[nH]c1=O)OCO3
 : -17	9	-8	0	2.4	-13	2	-1	1
- CCN(CCCNC(=O)C1CCN(S(=O)(=O)c2cnc[nH]2)CC1)c1cccc(C)c1
 : -9	-8	-7	0	1.1	2	-9	3	-10
- CC(=O)Nc1ccc(SCC(=O)NCCc2ccc(F)cc2)cc1
 : -15	3	-7	2	1.8	2	14	-8	-11
- CSc1ccc(C(O)c2ncc(-c3ccccc3Cl)[nH]2)cc1 (stereo not given)
 : -16	7	0	3	1.4	-15	-12	.	.
